# CHO-K1 Ca PAM – M1 PAM counterscreen hit in parental CHO-K1 cells; activation, % at 3 µM; ATP EC20, Fluo-8 calcium fluorescence; 0% at ATP EC20, 100% at ATP max; 0.02% of 360,000 active; AID 602247;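 active means activation above the run cutoff, the mean activation of all test compounds plus 3 SD, cut at about 40% in these data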;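 further: peak over basal fluorescence ratio in a 140 s read after ATP addition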
# CRFR2-BP antag – blocks CRF-induced signaling of the CRF-BP/CRF-R2 complex; AID 588475; 0.59% of 350,000 active; inhibition, % at 11.8 µM; HEK293 CRF-R2/CRF-BP, CRF-induced calcium fluorescence;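 active means inhibition of the ligand-induced calcium signal above about 50% at the single tested concentration, limit read from the data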
# TAAR1 ag – human TAAR1 agonism | Q96RJ0 | CHO RD-HGA16 TAAR1, Fluo-8 calcium fluorescence; vehicle wells 0%, saturating PEA agonist 100% | activation, % at 3 µM | 0.99% of 360,000 active | AID 624467;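 active means activation above the mean activation of all test compounds in the run plus 3 SD, cut at about 38% in these data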
#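 Signal – calcium-sensitive Fluo-8 signal, excitation 470-495, emission 515-575 nm · System – RD-HGA16 (CHO) cells co-expressing Gα16 and hTAAR1 · Incubation – 17-24 h seeding, 75 min 37 °C dye, 30 min RT · Compound dosing – 3 µM single concentration · Repeats – no replicates (n 1)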
# CRFR2-BP ag – agonists of human CRF-binding protein/CRF-R2 receptor complex; HEK293 CRF-R2/CRF-BP, calcium dye fluorescence (FLIPR); percent of saturating CRF peptide response; activation, % at 13.2 µM; 0.46% of 350,000 active; AID 588473;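 active means activation of at least 50%, plus an integration ratio under a set limit after plate pattern correction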;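 further: plate controls were neutral control wells without compound for no effect and CRF at EC100 for full effect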
# M5 antag – CHRM5 antagonism in calcium assay. CHO-hM5 cells, Fluo-8 calcium fluorescence, ACh EC80. inhibition, % at 3 µM. 0.59% of 360,000 active;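 active means inhibition above a per-plate cutoff, the mean of that plate's test compounds plus 3 SD, cut at about 27% in these data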;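 further: 0% = acetylcholine EC80 with DMSO and 100% = DMSO without agonist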
# Target sequence (P08912 whole entry, looked up): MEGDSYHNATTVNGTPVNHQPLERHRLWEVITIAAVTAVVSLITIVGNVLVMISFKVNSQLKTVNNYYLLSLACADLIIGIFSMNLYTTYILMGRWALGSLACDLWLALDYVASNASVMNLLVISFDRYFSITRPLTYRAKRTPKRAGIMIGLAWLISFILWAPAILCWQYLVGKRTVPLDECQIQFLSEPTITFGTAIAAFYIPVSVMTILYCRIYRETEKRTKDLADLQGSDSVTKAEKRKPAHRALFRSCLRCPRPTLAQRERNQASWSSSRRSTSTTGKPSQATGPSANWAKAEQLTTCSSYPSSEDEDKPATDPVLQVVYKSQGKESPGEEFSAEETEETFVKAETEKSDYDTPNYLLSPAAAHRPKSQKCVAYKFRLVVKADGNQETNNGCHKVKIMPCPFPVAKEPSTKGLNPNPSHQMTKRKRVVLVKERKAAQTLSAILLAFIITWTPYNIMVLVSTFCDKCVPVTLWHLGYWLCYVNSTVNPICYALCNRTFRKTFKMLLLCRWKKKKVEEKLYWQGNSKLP
# CHRM4 PAM – CHRM4 positive allosteric modulation. activation, % at 3 µM. 0.4% of 360,000 active. CHO-K1 hM4/Gqi5, Fluo-8 calcium fluorescence, ACh EC20; 0% = ACh EC20, 100% = maximal ACh;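 active means activation above its plate's cutoff, the mean activation of sample wells plus 3 SD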; further: some results filed as inactive read as strong as hits
# Target sequence (P08173 whole entry, looked up): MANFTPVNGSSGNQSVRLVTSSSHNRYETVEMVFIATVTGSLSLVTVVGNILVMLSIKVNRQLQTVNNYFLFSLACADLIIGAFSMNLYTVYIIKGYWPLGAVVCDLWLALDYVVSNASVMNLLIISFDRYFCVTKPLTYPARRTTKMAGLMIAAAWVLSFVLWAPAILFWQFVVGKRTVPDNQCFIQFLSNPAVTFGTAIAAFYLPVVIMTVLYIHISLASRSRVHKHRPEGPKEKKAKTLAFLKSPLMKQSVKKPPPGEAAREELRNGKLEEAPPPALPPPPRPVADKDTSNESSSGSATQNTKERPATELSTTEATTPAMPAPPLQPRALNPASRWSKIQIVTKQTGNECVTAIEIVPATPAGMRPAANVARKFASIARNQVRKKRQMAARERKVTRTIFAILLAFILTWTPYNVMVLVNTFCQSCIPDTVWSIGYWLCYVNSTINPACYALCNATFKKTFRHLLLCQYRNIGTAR
# TAAR1 antagonist – antagonists of human TAAR1. CHO RD-HGA16 TAAR1, Fluo-8 calcium fluorescence, antagonist. inhibition, % at 3 µM. 1.5% of 360,000 active. AID 624466;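 active means inhibition above a per-plate cutoff, the mean inhibition of test compounds on that plate plus 3 SD, cut at about 49% in these data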;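 further: 0% = DMSO plus EC80 beta-PEA response and 100% = DMSO alone without agonist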
#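 Test system: RD-HGA16 CHO cells with stable hTAAR1 and Gα16 / Probe or stimulus: EC80 β-phenethylamine stimulus / Times: seeding 17-24 h prior, 75-min 37 °C, 30-min RT dye loading / Detection: Fluo-8 calcium-sensitive fluorescence / Read-out basis: % inhibition scaled between DMSO and EC80 PEA controls / Repeats: singlicate, one well per test compound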
# M5 ag – agonists of human muscarinic M5 receptor (CHRM5) | P08912 | CHO-K1 hM5 cells, Fluo-8 calcium fluorescence; 0% DMSO wells, 100% maximal acetylcholine response | activation, % at 3 µM | 0.19% of 360,000 active | AID 624037;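 active means activation above the run's mean over test compounds plus 3 SD, cut at about 23% in these data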;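 further: signal is peak over basal fluorescence ratio across the kinetic read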
# CHRM5 PAM – CHRM5 positive allosteric modulation; P08912; CHO-K1 hM5, Fluo-8 calcium, ACh EC20 PAM; 0% = ACh EC20, 100% = ACh EC100; activation, % at 3 µM; 0.3% of 360,000 active;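 active means activation above the run cutoff, the mean activation of all test compounds plus 3 SD, cut at about 18% in these data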
#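 System: CHO-K1 cell line with stable human muscarinic M5 receptor expression | Also added: EC20 acetylcholine as agonist stimulus | Compound: One concentration, 3 µM final (nominal) | Timing: Fluo-8 loading 80 min at 37 °C plus 30 min room temperature | Measured by: Fluo-8 calcium dye fluorescence, kinetic read | Read-out basis: % activation, ACh-normalized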
# * = called active by the depositor; / = not tested or not shown.
entry	Structure	CHO-K1 Ca PAM	CRFR2-BP antag	TAAR1 ag	CRFR2-BP ag	M5 antag	CHRM4 PAM	TAAR1 antagonist	M5 ag	CHRM5 PAM
1	O=C(/C=C/c1ccccc1[N+](=O)[O-])NCC1CCCO1 (centres undefined)	24	32	4	2.8	-12	7	-9	2	3
2	COc1cc(C(=O)NCCOc2ccc(C)c(C)c2)cc(OC)c1OC	3	5	0	-1.5	4	1	10	5	0
3	CCCCNC(=S)NNC(=O)c1csc(C)c1CC	21	-8	2	0.6	-1	15	-2	0	1
4	COCc1c(C(=O)NCC2COc3ccccc3O2)oc2ccccc12 (centres undefined)	4	6	-1	0.4	3	-2	-7	-4	-5
5	CCCCN(CCCC)CC(O)Cn1c2ccccc2c(=O)c2ccccc21 (centres undefined)	4	3	0	0.4	11	-1	-5	-11	0
6	c1ccc(-c2nnc(CN3CCN(C(c4ccccc4)c4ccccc4)CC3)o2)cc1	6	44	0	-2.1	11	4	-2	-4	-7
7	COc1ccccc1-c1cnc(C(O)c2ccc(CN3CCCCC3)cc2)[nH]1 (centres undefined)	-6	/	2	/	-5	4	-23	-1	0
8	Nc1nc2c(ncn2[C@@H]2O[C@H](CNCc3ccc(OCCCN4CCOCC4)cc3)[C@@H](O)[C@H]2O)c(=O)[nH]1	-7	/	7	/	8	-6	-8	1	4
9	O=C(NCC1CCCO1)c1ccc(COc2ccc(F)cc2)o1 (centres undefined)	13	2	5	0.3	-6	1	-1	1	1
10	Cc1ccccc1C(=O)NC(=S)NCC1CCCO1 (centres undefined)	9	-1	4	-2.1	-9	5	-7	-4	0
11	Cc1cc(C)cc(NC(=O)Nc2ccc(N3CCCCC3)cc2)c1	-22	3	6	0.2	3	-5	-36	3	-6
12	CC(Sc1nnnn1C1CC1)C(=O)Nc1cccc(S(=O)(=O)N2CCOCC2)c1 (centres undefined)	19	1	2	-0.6	5	-5	-20	3	-3
13	COC(=O)c1ccc(N2CCOCC2)c(NC(=O)Nc2cccc(OC)c2)c1	-8	31	2	-1.4	3	-5	6	1	-7
14	NS(=O)(=O)c1ccc(CCNC(=O)CCNC(=O)c2ccco2)cc1	3	-2	1	1.0	-2	4	-13	-2	4
15	CC(C)N(C(=O)NC(=O)Nc1ccccn1)S(C)(=O)=O	4	-8	4	0.0	5	-2	8	2	-4
16	O=C1C=CN2CCOCC2C1 (centres undefined)	31	2	4	-1.9	-4	1	7	5	6
17	CN(CC(=O)NCc1ccco1)CC(=O)Nc1cc(S(C)(=O)=O)ccc1Cl	14	-3	3	2.0	3	0	-13	0	-2
18	O=S(=O)(/N=C/c1ccccc1O)c1cccs1	13	17	9	-0.3	2	10	11	1	0
19	CC1(C)COC(c2ccc3c(c2)OCO3)OC1	4	-13	2	1.4	0	0	-16	6	5
20	O=C(NCc1ccccc1F)C1CCCN1C(=O)NC1CCCCC1 (centres undefined)	16	-2	9	0.8	1	-2	-15	-1	2
21	Cc1cc(OCCN2CCCCC2)nc2ccccc12	/	-5	5	3.7	/	/	-5	/	/
22	O=C1CC(c2ccc(Cl)cc2)CC(O)=C1C=NCCO (centres undefined)	12	-8	1	-0.2	6	6	-31	0	1
23	O=C1N=NC(=O)N1c1ccccc1	-9	26	0	-0.6	1	-1	7	0	-8
24	Oc1ccc(-c2nc3cnccn3c2Nc2ccc3c(c2)OCCO3)cc1	11	15	2	-3.9	3	0	-1	6	-5
25	COc1ccccc1CCNC(=O)CSCC(=O)Nc1ccccc1F	9	-1	2	-2.6	2	2	-13	-1	-2
26	CN(Cc1cccc2ncccc12)C(=O)CC1C(=O)NCCN1Cc1ccc(F)cc1 (centres undefined)	2	-4	7	1.8	-2	2	-15	6	13
27	O=C(Nc1ccc(Cl)c(Cl)c1)N(CCCN1CCOCC1)Cc1cccs1	5	-19	46*	0.1	-1	-4	40	1	-8
28	NC(=O)CSC1=N/C(=C\c2ccco2)C(=O)N1c1ccc(OC(F)F)cc1	-9	6	1	2.3	9	10	11	6	4
29	CNS(=O)(=O)c1cc2c3c(cccc3c1)C(=O)NC2=O	-8	4	2	0.3	7	-3	-6	-1	1
30	COc1ccc(NC(=O)CSc2n[nH]c(-c3ccccn3)n2)cc1	14	-5	-4	-1.3	2	1	4	-5	-1
31	COC(=O)C=C1CCC2C3CCC4=CC(=O)C(Br)CC4(C)C3C(=O)CC12C (centres undefined)	21	-8	3	-0.2	11	4	15	-1	2
32	NC(=O)CC(NC(=O)Cc1cccc2ccccc12)c1ccc(N2CCC(Br)CC2)c([N+](=O)[O-])c1 (centres undefined)	12	5	10	-1.6	9	0	13	0	1
33	CNc1nnc(C(F)(F)F)s1	-1	10	6	0.0	4	5	-33	-1	3
34	COc1cc(C(=O)N2CCC(n3cnc4cc(F)ccc43)CC2)cc(OC)c1OC	21	0	0	1.3	4	5	-2	-7	0
35	Cc1cccc(C)c1N(CC(=O)Nc1cc(Cl)ccc1Oc1ccccc1)S(C)(=O)=O	-3	-19	1	4.0	3	-9	16	-2	-5
36	CCOc1ccc(-c2cccc(NS(=O)(=O)c3cccc([N+](=O)[O-])c3)c2)nn1	15	5	0	-1.0	-6	4	-6	-2	2
37	CCN(CC(=O)Nc1ccccc1C(F)(F)F)C(=O)Cn1c(=O)cnc2ccccc21	5	-1	8	1.8	11	0	-39	3	-5
38	CC(C)NC(=O)Nc1ccc2c(c1)C(=O)N([C@H](C)CO)C[C@H](C)[C@@H](CN(C)C(=O)Nc1ccc3c(c1)OCO3)O2	16	11	1	-0.3	-6	3	2	1	3
39	COc1ccc(/C=C2\SC(=O)N(CCC(=O)NCCCn3ccnc3)C2=O)cc1	-3	-5	-4	-1.2	-12	-1	-9	-5	3
40	O=C(c1cc(C2CC2)nn1-c1ccccc1)N1CCN(c2ccc(O)cc2)CC1	-28	12	-1	-3.6	3	13	-8	0	0
41	O=c1c2c(n3cnnc3n1C1CCCCC1)-c1ccccc1CC21CCCCC1	-9	-54	14	2.3	-12	4	-9	3	5
42	Cc1cc(C(=O)OCCO)c(C#N)c(N)n1	6	-4	7	3.1	-1	-4	-14	0	-3
43	Cc1ccn2cc(CCNS(=O)(=O)c3ccc([N+](=O)[O-])cc3)nc2c1	4	6	-1	0.1	7	-12	1	-9	-4
44	COC(=O)C[C@H]1CC[C@H](NS(=O)(=O)c2cn(C)cn2)[C@@H](CO)O1	/	/	2	/	2	15	-11	2	1
45	O=C1NC2(CCCCCC2)C(=O)N1Cc1ccc([N+](=O)[O-])cc1	-3	-10	1	-1.1	8	-5	1	-3	-7
46	CCOC(=O)C1=C(C)Nc2nnnn2C1c1ccccc1Cl (centres undefined)	9	-9	9	0.1	5	20	4	1	-3
47	COc1ccccc1Cc1c(-c2ccc(Cl)cc2)nc2ccc(Cl)cn12	13	/	-2	/	8	-2	10	-1	3
48	CCOC(=O)[C@H]1[C@H]2COc3ccccc3[C@@H]2N2C(=O)c3ccc(C)cc3NC(=O)[C@@]12C	-15	-15	5	-2.6	-1	7	16	1	0
49	Cc1cc2nncn2c2ccccc12	20	0	14	-2.5	2	10	5	-3	5
50	COc1ccc(C(=O)Nc2nncs2)cc1S(=O)(=O)N1CCOCC1	17	-6	0	-0.9	10	2	-13	-2	1
51	O=C(CC(=O)c1ccccc1O)c1cccc(F)c1	9	-13	/	34	-8	3	/	-5	0
52	CC1CCCN(c2sc(S(C)(=O)=O)nc2S(=O)(=O)c2ccc(Cl)cc2)C1 (centres undefined)	4	-6	0	0.9	7	-4	13	-5	4
53	COCCNC(=O)C(c1ccccc1F)N(C(=O)C(=O)NC1CCCC1)C1CCCCC1 (centres undefined)	5	-3	8	1.2	-3	9	14	-3	-1
54	NNc1ccc([N+](=O)[O-])c2[nH][nH]c(=O)c12	13	1	5	-1.2	5	10	-14	-1	-4
55	CC(C)CNC(=O)C1CCN(c2ccc(S(=O)(=O)N3CCOCC3)cc2[N+](=O)[O-])CC1	16	12	1	0.5	4	-2	3	-17	-4
56	CCOC(=O)c1c(OCC)[nH]c2c1cc(O)c1ccccc12	-1	11	2	-0.8	5	-7	31	-2	-6

# A draw from above in order of count of non-hydrogen atoms, lowest first.
entry	Structure	CHO-K1 Ca PAM	CRFR2-BP antag	TAAR1 ag	CRFR2-BP ag	M5 antag	CHRM4 PAM	TAAR1 antagonist	M5 ag	CHRM5 PAM
16	O=C1C=CN2CCOCC2C1 (centres undefined)	31	2	4	-1.9	-4	1	7	5	6
23	O=C1N=NC(=O)N1c1ccccc1	-9	26	0	-0.6	1	-1	7	0	-8
54	NNc1ccc([N+](=O)[O-])c2[nH][nH]c(=O)c12	13	1	5	-1.2	5	10	-14	-1	-4
42	Cc1cc(C(=O)OCCO)c(C#N)c(N)n1	6	-4	7	3.1	-1	-4	-14	0	-3
51	O=C(CC(=O)c1ccccc1O)c1cccc(F)c1	9	-13	/	34	-8	3	/	-5	0
46	CCOC(=O)C1=C(C)Nc2nnnn2C1c1ccccc1Cl (centres undefined)	9	-9	9	0.1	5	20	4	1	-3
44	COC(=O)C[C@H]1CC[C@H](NS(=O)(=O)c2cn(C)cn2)[C@@H](CO)O1	/	/	2	/	2	15	-11	2	1
11	Cc1cc(C)cc(NC(=O)Nc2ccc(N3CCCCC3)cc2)c1	-22	3	6	0.2	3	-5	-36	3	-6
31	COC(=O)C=C1CCC2C3CCC4=CC(=O)C(Br)CC4(C)C3C(=O)CC12C (centres undefined)	21	-8	3	-0.2	11	4	15	-1	2
5	CCCCN(CCCC)CC(O)Cn1c2ccccc2c(=O)c2ccccc21 (centres undefined)	4	3	0	0.4	11	-1	-5	-11	0
12	CC(Sc1nnnn1C1CC1)C(=O)Nc1cccc(S(=O)(=O)N2CCOCC2)c1 (centres undefined)	19	1	2	-0.6	5	-5	-20	3	-3
6	c1ccc(-c2nnc(CN3CCN(C(c4ccccc4)c4ccccc4)CC3)o2)cc1	6	44	0	-2.1	11	4	-2	-4	-7
53	COCCNC(=O)C(c1ccccc1F)N(C(=O)C(=O)NC1CCCC1)C1CCCCC1 (centres undefined)	5	-3	8	1.2	-3	9	14	-3	-1
38	CC(C)NC(=O)Nc1ccc2c(c1)C(=O)N([C@H](C)CO)C[C@H](C)[C@@H](CN(C)C(=O)Nc1ccc3c(c1)OCO3)O2	16	11	1	-0.3	-6	3	2	1	3
